SR-BI HDL uptake = blocks mouse SR-BI lipid uptake from DiI-HDL. Q61009. 0.96% of 320,000 active. inhibition, % at 12.5 µM. AID 488896. ldlA[mSR-BI] CHO cells, DiI-HDL uptake fluorescence, 3 h;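 active = mean replicate inhibition of at least 70% and a set share of replicates each scoring 70 or more; inconclusive = meets just one of the two criteria; inactive = fails both criteria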;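 also: 0% = median of neutral control wells and 100% = median of positive control wells; values of inactives mirror those of a sister screen read the other way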
Mot1-301 SUMO = SUMOylation pathway inhibition by Mot1-301 growth rescue. S. cerevisiae Mot1-301 growth rescue, ATP luminescence, 38.5C; percent above DMSO median, 100 means doubled. growth rescue, % at 18.8 µM. 1% of 320,000 active;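 active = every valid replicate shows activation above 250% relative to neutral control wells; inactive = the rest, any valid replicate at or below 250%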;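 also: OY570 slx delta 5 strain wells were the positive control but not used for scaling; some compounds called inactive have numbers as strong as hits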
dFosB act = activators of mouse delta FosB homodimer; P13346; 0.99% of 340,000 active; purified delta FosB, TAMRA-CDK5 oligo fluorescence polarization; percent of positive-control signal above neutral wells; activation, % at 25 µM;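 active = mean activation above about 17%, with every replicate also reaching it, limit read from the data, passing the limit was not always enough; inconclusive = only one of the two conditions met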;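 also: fluorescence polarization rise as delta FosB binds a TAMRA Cdk5 AP-1 oligo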
NSD2 HMT inh = inhibitors of human histone methyltransferase NSD2; O96028; NSD2 peptide methylation, AlphaScreen, 120 min; inhibition, % at 12.5 µM; 0.54% of 310,000 active; in the data active = inhibition above about 50%
Arrestin-AP2 inh = blocks beta-arrestin peptide binding to AP2 adaptin; 0.31% of 340,000 active; inhibition, % at 10 µM; FITC-arrestin peptide / GST-AP2 beads, flow cytometry; AP2 beta2 appendage carries R879A mutation;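 active = inhibition above a set limit, near 3 SD of compounds lacking own fluorescence, cut at about 54% in these data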;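 also: plate controls were DMSO wells for no effect and 5 µM unlabelled arrestin peptide for full effect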
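system = GST-tagged AP2 beta2-adaptin appendage (R879A) on 4 µm glutathione beads | reagent = FITC-labelled arrestin peptide probe, 50 nM final | schedule = compound with beads 12 min RT, then probe 1 h RT | signal = HyperCyt-sampled flow cytometry, FL1 channel, ex 488/em 535 nm | read-out = percent response from loss of bead-bound FITC fluorescence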
CDK5 inh = blocks human CDK5/p35 kinase activity | Q00535+Q15078 | Recombinant CDK5/p35, ADP-Glo luminescence, 60 min | inhibition, % at 10 µM | 0.01% of 330,000 active | AID 488839;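 active = highest replicate inhibition of at least 50% and at least 75% of replicates reaching 50%; inconclusive = only one of the two criteria met; inactive = both criteria failed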;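 also: plate controls were DMSO neutral control for no effect and GW8510 at 10 µM for full effect; many of its hits are not listed in these tables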
Target sequence (Q00535 whole entry, looked up): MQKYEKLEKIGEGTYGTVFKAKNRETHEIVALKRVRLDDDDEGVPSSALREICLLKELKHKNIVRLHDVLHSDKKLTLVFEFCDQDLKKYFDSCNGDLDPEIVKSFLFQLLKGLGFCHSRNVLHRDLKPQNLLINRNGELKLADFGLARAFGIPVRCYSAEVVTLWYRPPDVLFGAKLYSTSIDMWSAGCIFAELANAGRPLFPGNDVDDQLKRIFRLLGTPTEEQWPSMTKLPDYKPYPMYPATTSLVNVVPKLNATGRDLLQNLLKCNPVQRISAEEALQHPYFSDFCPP
Target sequence (Q15078 whole entry, looked up): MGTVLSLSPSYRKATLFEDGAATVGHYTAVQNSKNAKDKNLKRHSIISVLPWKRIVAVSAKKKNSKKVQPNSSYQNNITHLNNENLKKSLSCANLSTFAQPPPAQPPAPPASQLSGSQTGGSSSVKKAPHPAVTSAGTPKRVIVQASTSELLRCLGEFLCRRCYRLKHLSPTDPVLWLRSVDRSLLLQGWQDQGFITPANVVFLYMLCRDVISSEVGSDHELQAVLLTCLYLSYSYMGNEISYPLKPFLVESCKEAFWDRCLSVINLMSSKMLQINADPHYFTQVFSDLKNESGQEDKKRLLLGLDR
PKA-R2B act = activates the human PKA-R2B holoenzyme complex; P22694+P31323; activation, % at 11.4 µM; PKA-R2B holoenzyme dissociation, Cy5-IP20 fluorescence polarization; R2B truncated from residue 108, S112A mutant; 0% DMSO only, 100% 113 µM cGMP; 0.079% of 340,000 active;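 active = activation above a cutoff set at the mean over all compounds plus 3 SD, cut at about 18% in these data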;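 also: higher means more holoenzyme dissociation and a rise in polarization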
SR-BI uptake up = enhances SR-BI lipid uptake from DiI-HDL | 0.096% of 320,000 active | CHO ldlA[mSR-BI] cells, DiI-HDL uptake fluorescence, 3 h; 100 = double the neutral-control signal | activation, % at 12.5 µM;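 active = mean replicate activation of at least 60% and every replicate at or above 60%; inconclusive = mean or all-replicate condition met, but not both; inactive = mean below 60% and not all replicates reaching 60%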;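 also: 0% = median plate neutral-control signal and 100% = twice that signal; values of inactives mirror those of a sister screen read the other way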
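Material: SR-BI-overexpressing, LDLR-lacking CHO cells | Dosing: Single compound concentration, delivered by pin transfer | Probe or stimulus: Labelled HDL, 10 µg/mL | Signal: Bottom-read cell fluorescence after medium removal, ex 550/em 595 nm | Schedule: 3 h, 37 °C | Evaluation: HDL uptake via cellular fluorescence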
PKA-R1A act = activates the PKA-R1A holoenzyme complex. AID 504707. PKA-R1A dissociation, Cy5-IP20 fluorescence polarization; scaled: DMSO 0%, 113 µM cGMP 100%. activation, % at 11.4 µM. 0.083% of 340,000 active;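 active = percent activation above the mean of all tested compounds plus 3 SD, cut at about 19% in these data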;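 also: higher means more PKAc released from R1A so a rise in polarization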
MITF act = activators of MITF-driven TRPM1 promoter activity in SK-MEL-5 cells. SK-MEL-5 TRPM1-promoter luciferase, 24 h; % of positive control, neutral wells = 0. 0.75% of 300,000 active. AID 588334. activation, % at 12.5 µM;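 active = mean activation of at least 80% with every replicate also reaching 80%; inconclusive = mean reaches 80% but some replicate falls short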;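 also: 0% = neutral control wells and 100% = parthenolide positive control wells; values of inactives mirror those of a sister screen read the other way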
Pemphigus Ab inh = human desmoglein-3 autoantibody binding inhibition; DSG3-coupled beads, scFv-anti-DSG3-GFP binding, flow cytometry; stronger effect = lower value; binding (percent of control), % at 10 µM; 0.48% of 310,000 active; AID 588358;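 active = binding more than 3 SD below its plate's average and above zero; inconclusive = below that plate limit but binding exactly zero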;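 also: hits lower antibody fragment binding to DSG3; some compounds called inactive have numbers as strong as hits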
Numbers without * were called inactive; ? = inconclusive; / = no result given. This is a random part of the collection; overall some 4.7% were active at least once.

entry | compound | MITF act | CDK5 inh | NSD2 HMT inh | SR-BI HDL uptake | Mot1-301 SUMO | PKA-R2B act
1 | O=C(NC(=O)c1ccccc1O)c1ccc2c(c1)CCO2 | 13 | 0.2 | 3 | -1 | -19 | 7
2 | Cc1ccc(C(=O)N2N=C(CC(C)C)CC2(O)C(F)(F)F)o1 (centres undefined) | 0 | -2.3 | -2 | 7 | -5 | -6
3 | Cc1cccc(/N=C/c2c(O)c3ccccc3oc2=O)n1 | -32 | -0.3 | -1 | -24 | -14 | -1
4 | C=CC[C@H](CC(=O)NCCO)C(=O)N[C@H](COC(=O)[C@@H](CC=C)Cc1ccc(F)cc1)Cc1ccccc1 | 5 | -0.1 | / | 47 | 8 | -7
5 | Cc1c(C(=O)N2CC(C(=O)N3CCCCC3)Oc3ccccc32)oc2ccccc12 (centres undefined) | -13 | 0.0 | 1 | -22 | / | -7
6 | O=C1C2CCCN2C(=O)N1CCN1CCN(c2cccc(C(F)(F)F)c2)CC1 (centres undefined) | -4 | -5.7 | -1 | 26 | / | -6
7 | Cc1c(O)ccc(C(=O)CN2CCN(Cc3ccccc3)CC2)c1O | -9 | 1.4 | 0 | 3 | 125 | -12
8 | CCCc1nn(C)c2c(=O)[nH]c(-c3cc(S(=O)(=O)N4CCN(C)CC4)ccc3OCC)nc12 | 1 | -0.2 | / | -9 | 7 | -5
9 | c1ccc(COc2ccc(OCCn3cncn3)cc2)cc1 | ? | 0.0 | 3 | -8 | 252* | 5
10 | COc1ccc(S(=O)(=O)N(C)C[C@H]2Oc3ccc(NC(=O)Cn4cnnn4)cc3C(=O)N([C@H](C)CO)C[C@@H]2C)cc1 | 1 | 1.2 | / | 2 | 1 | 11
11 | CCC1=C([N+](=O)[O-])C(c2ccc3c(c2)OCO3)NC(=O)N1 (centres undefined) | / | -0.9 | -4 | -3 | -19 | -10
12 | CCOc1ccc(CNC(=O)Cn2nc(C)n3nc(-c4ccccc4)cc3c2=O)cc1 | -2 | 0.7 | 1 | -7 | 7 | -5

entry | SR-BI uptake up | PKA-R1A act | Arrestin-AP2 inh | Pemphigus Ab inh | dFosB act
1 | 1 | -7 | -8 | / | -7
2 | -7 | -3 | 12 | 104 | -2
3 | 24 | -14 | 1 | 107 | -89
4 | -47 | -14 | 0 | 104 | 0
5 | 22 | -5 | 32 | 105 | -4
6 | -26 | -3 | 9 | 100 | -10
7 | -3 | -24 | -4 | 100 | -5
8 | 9 | -12 | -1 | / | -7
9 | 8 | 8 | 4 | 92 | -11
10 | -2 | 10 | 17 | 97 | -5
11 | 3 | 2 | 35 | 99 | -2
12 | 7 | -1 | -9 | 92 | 7

Some values from the list.
Reading for cpd 3 in Pemphigus Ab inh: 107
Reading for cpd 2 in PKA-R1A act: -3
Reading for cpd 7 in SR-BI uptake up: -3
Reading for cpd 4 in SR-BI HDL uptake: 47
Reading for cpd 10 in PKA-R1A act: 10

Returning to the listing, repeating the 2 entries before the break.
entry | compound | MITF act | CDK5 inh | NSD2 HMT inh | SR-BI HDL uptake | Mot1-301 SUMO | PKA-R2B act
11 | CCC1=C([N+](=O)[O-])C(c2ccc3c(c2)OCO3)NC(=O)N1 (centres undefined) | / | -0.9 | -4 | -3 | -19 | -10
12 | CCOc1ccc(CNC(=O)Cn2nc(C)n3nc(-c4ccccc4)cc3c2=O)cc1 | -2 | 0.7 | 1 | -7 | 7 | -5
13 | CC1=CC(c2ccc(Cl)cc2)n2nc(NC(=O)c3ccccc3)nc2N1 (centres undefined) | 5 | -0.9 | 2 | 27 | -19 | -12
14 | O=C(N/N=C/c1ccc(F)cc1)c1ccncc1 | -17 | 0.1 | -2 | -13 | -4 | 8
15 | Cc1nnc(SCC(=O)NCc2ccco2)[nH]c1=O | -5 | -1.7 | 1 | 11 | -10 | -13
16 | O=C(Cn1nnc(-c2ccccc2F)n1)Nc1ccc2c(c1)OCO2 | 1 | -6.4 | / | -17 | -5 | -6
17 | COc1ccc(OCC(=O)NC2CCCc3ccccc32)cc1 (centres undefined) | 1 | 1.1 | -2 | / | 267 | -8
18 | CCCc1nnc(NS(=O)(=O)c2ccc(C)cc2)o1 | 10 | -1.1 | -1 | -11 | / | -7
19 | CCOc1ccc(NC(=O)C(C)N2C(=O)c3ccccc3C2=O)cc1 (centres undefined) | / | 2.1 | -3 | 0 | 5 | 2
20 | COc1ccccc1NS(=O)(=O)c1cccc(C(=O)NCC(c2ccco2)N2CCCC2)c1 (centres undefined) | 11 | 0.3 | 0 | -3 | 0 | -2
21 | O=C(NCc1nnc2c(C(F)(F)F)cc(Cl)cn12)c1ccco1 | -8 | 0.9 | -1 | -9 | -12 | 1

entry | SR-BI uptake up | PKA-R1A act | Arrestin-AP2 inh | Pemphigus Ab inh | dFosB act
11 | 3 | 2 | 35 | 99 | -2
12 | 7 | -1 | -9 | 92 | 7
13 | -27 | 6 | -3 | 98 | -45
14 | 13 | -6 | 32 | 92 | -4
15 | -11 | 1 | 6 | 93 | -4
16 | 17 | -1 | -1 | 98 | 14
17 | / | 0 | 10 | / | -12
18 | 11 | 3 | 3 | 114 | 1
19 | 0 | 0 | 0 | 116 | 1
20 | 3 | -9 | 40 | 100 | -10
21 | 9 | -3 | 20 | 101 | -1

Results in Arrestin-AP2 inh, NSD2 HMT inh and PKA-R1A act (5 entries from above):
No. | Compound | Arrestin-AP2 inh | NSD2 HMT inh | PKA-R1A act
1 | O=C(NC(=O)c1ccccc1O)c1ccc2c(c1)CCO2 | -8 | 3 | -7
8 | CCCc1nn(C)c2c(=O)[nH]c(-c3cc(S(=O)(=O)N4CCN(C)CC4)ccc3OCC)nc12 | -1 | / | -12
3 | Cc1cccc(/N=C/c2c(O)c3ccccc3oc2=O)n1 | 1 | -1 | -14
21 | O=C(NCc1nnc2c(C(F)(F)F)cc(Cl)cn12)c1ccco1 | 20 | -1 | -3
7 | Cc1c(O)ccc(C(=O)CN2CCN(Cc3ccccc3)CC2)c1O | -4 | 0 | -24
